Source: PubChem
NCF1 inh = inhibitors of human p47phox binding; inhibition, % at 24.7 µM; hit rate 0.53% among 220,000; p47phox/p22phox peptide binding, fluorescence polarization, 2 h; AID 1274; P14598;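 active means inhibition above about 30%, limit read from the data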;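 further: 0% = p47phox with labelled peptide and 100% = labelled peptide alone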
p97 ATPase inh = human p97 ATPase inhibition. recombinant p97 ATPase, Kinase-Glo ATP luminescence, 3 h. inhibition, % at 8 µM. hit rate 0.42% among 220,000. AID 1481; in the data active means inhibition above about 15%;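 further: 0% = DMSO vehicle and 100% = wells lacking enzyme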
Furin inhibitor = inhibitors of human furin | P09958 | purified furin, fluorogenic substrate cleavage | inhibition, % at 30 µM | hit rate 0.061% among 220,000; in the data active means inhibition above about 25%; further: inactives centre near -15
RBBP9 inhibitor = inhibitors of human serine hydrolase RBBP9; recombinant RBBP9, FP-Rh probe fluorescence polarization; O75884; AID 1515; hit rate 0.2% among 220,000; inhibition, % at 7.94 µM;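 active means inhibition above the campaign mean of all tested compounds plus 3 SD, cut at about 14% in these data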;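 further: plate controls were DMSO wells with RBBP9 for no effect and wells lacking RBBP9 protein for full effect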
Target sequence (O75884 whole entry, looked up): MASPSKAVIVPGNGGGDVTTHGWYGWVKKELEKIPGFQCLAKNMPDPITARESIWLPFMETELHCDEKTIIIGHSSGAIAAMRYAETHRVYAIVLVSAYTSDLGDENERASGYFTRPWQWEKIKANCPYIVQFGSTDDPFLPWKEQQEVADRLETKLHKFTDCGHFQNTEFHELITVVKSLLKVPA
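Test system: recombinant human RBBP9. Quantity: 2.5 µM RBBP9 dispensing solution, before mixing. Detection: FP readout at 525/598 nm. Reagent: Serine-hydrolase probe FP-Rh, 375 nM pre-mixing. Measure: % inhibition. Control set: DMSO-treated enzyme wells and wells lacking RBBP9. Buffer or medium: Tris-NaCl-Pluronic buffer, pH 8.0. Times: preincubation 30 min plus labeling 45 min at 25 °C.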
Runt-CBFb FRET = inhibitors of human RUNX1 Runt domain binding to CBFb; Q01196+Q13951; Cerulean-Runt/Venus-CBFb FRET ratio 530/480, 1 h; inhibition, % at 20 µM; hit rate 0.46% among 220,000; AID 1496;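 active means inhibition over about 50% at 20 µM in the single-dose screen, limit read from the data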;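 further: 0% = DMSO wells and 100% = excess unlabeled CBFb competitor control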
Target sequence (Q01196 whole entry, looked up, the tested form may be a part): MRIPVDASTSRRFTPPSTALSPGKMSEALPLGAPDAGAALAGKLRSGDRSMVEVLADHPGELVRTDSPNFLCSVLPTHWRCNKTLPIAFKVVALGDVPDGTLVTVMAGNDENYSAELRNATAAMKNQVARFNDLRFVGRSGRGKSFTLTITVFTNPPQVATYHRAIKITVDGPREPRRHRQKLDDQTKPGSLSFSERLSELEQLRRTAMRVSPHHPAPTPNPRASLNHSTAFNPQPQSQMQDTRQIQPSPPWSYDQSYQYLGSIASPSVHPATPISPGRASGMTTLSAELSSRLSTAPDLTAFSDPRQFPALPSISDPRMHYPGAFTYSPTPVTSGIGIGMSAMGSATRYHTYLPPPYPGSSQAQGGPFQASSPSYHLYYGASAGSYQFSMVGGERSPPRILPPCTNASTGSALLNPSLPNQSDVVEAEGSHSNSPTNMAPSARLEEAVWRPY
Target sequence (Q13951 whole entry, looked up, the tested form may be a part): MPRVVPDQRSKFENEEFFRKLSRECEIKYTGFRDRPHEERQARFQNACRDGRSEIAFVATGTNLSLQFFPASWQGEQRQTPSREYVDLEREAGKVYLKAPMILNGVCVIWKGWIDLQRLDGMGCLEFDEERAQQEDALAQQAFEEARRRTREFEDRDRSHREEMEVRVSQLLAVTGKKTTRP
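Buffer or medium: Tris pH 7.5 buffer with BSA. Assay system: Cerulean-labeled Runt domain protein. Amount: each fluorescent fusion protein 100 nM. Read-out basis: loss of energy transfer signal. Incubation: 1 h compound exposure, room temperature. Probe or stimulus: Venus-CBFb binding partner, 100 nM. Detection: FRET, excitation 422 nm, emission at 530 and 480 nm.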
Calpain2 inh = inhibitors of pig calpain II; inhibition, % at 16 µM; purified calpain II, fluorogenic peptide substrate, 30 min; hit rate 0.37% among 220,000;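 active means inhibition above about 50%, limit read from the data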
Tb hexokinase = T. brucei hexokinase 1 inhibition | AID 1430 | inhibition, % at 10 µM | recombinant TbHK1, G6PDH-coupled NADH A340 | hit rate 0.11% among 220,000;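 active means inhibition of 50% or more in the single-dose primary screen; inactive means inhibition below 50%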
EBV gp42 inh = blocks Epstein-Barr virus glycoprotein 42 binding. Q1HVG2. Fluorescence polarization binding assay, mP read-out. inhibition, % (tested at 21.74 µM). hit rate 0.42% among 220,000. AID 1085; in the data active means inhibition above about 50%
Target sequence (Q1HVG2 whole entry, looked up): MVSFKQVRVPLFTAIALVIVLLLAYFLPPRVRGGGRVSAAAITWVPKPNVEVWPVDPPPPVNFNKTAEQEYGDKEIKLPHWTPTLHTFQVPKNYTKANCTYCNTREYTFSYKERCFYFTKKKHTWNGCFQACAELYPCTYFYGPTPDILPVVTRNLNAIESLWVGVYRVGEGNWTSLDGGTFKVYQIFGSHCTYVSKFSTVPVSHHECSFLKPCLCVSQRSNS
Runt-SMMHC FRET = blocks binding of human RUNX1 Runt domain to CBFb-SMMHC | Q01196+Q13951 | Cerulean-Runt/Venus-CBFb-SMMHC FRET ratio 530/480, 1 h | inhibition, % at 20 µM | hit rate 0.74% among 220,000 | AID 1434;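 active means mean inhibition across duplicate retests at 20 µM reaching about 50%, limit read from the data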;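 further: 0% = DMSO wells and 100% = wells with excess untagged CBFb-SMMHC; inhibitors lower the FRET ratio by blocking Runt binding to CBFb-SMMHC; some results filed as inactive read as strong as hits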
The depositor's hits bear a star; [ ] = another dose, or the depositor's remark. Rows were taken by chance; about 2.7% have a hit in one of these screens.

For CCC(C)(C)C1CCC(=NNC(=S)Nc2ccccc2)CC1 (stereo not drawn) the results were NCF1 inh 0, p97 ATPase inh -5, Furin inhibitor -8, RBBP9 inhibitor -4, Runt-CBFb FRET 2, Calpain2 inh 28, Tb hexokinase 13, EBV gp42 inh 6 and Runt-SMMHC FRET -2.
`CCC(=NCCc1c(C)[nH]c2ccccc12)C1=C(O)CC(c2ccccc2)CC1=O` (stereo not drawn) gave NCF1 inh -3, p97 ATPase inh 3, Furin inhibitor -7, RBBP9 inhibitor -5, Runt-CBFb FRET -3, Calpain2 inh 7, Tb hexokinase 23, EBV gp42 inh -1 and Runt-SMMHC FRET -2.
Screening O=C(Nc1ccc2c(c1)CCC2)c1ccc(Cl)nc1 returned NCF1 inh 0, p97 ATPase inh 4, Furin inhibitor -24, RBBP9 inhibitor -3, Runt-CBFb FRET -2, Calpain2 inh 25, Tb hexokinase 1, EBV gp42 inh -7 and Runt-SMMHC FRET 0.
COc1c2ccc(C(=O)NCc3cc(C(F)(F)F)cc(C(F)(F)F)c3)cc2nn1C was read as NCF1 inh -1, p97 ATPase inh 2, Furin inhibitor -2[20 µM], RBBP9 inhibitor -2, Runt-CBFb FRET -5, Calpain2 inh inactive, Tb hexokinase -5, EBV gp42 inh -7 and Runt-SMMHC FRET 5.
Screening CCOC(=O)c1cnc(SC2CCc3ccccc3C2=O)nc1N (stereo not drawn) returned NCF1 inh -7, p97 ATPase inh -7, Furin inhibitor -18, RBBP9 inhibitor -4, Runt-CBFb FRET 1, Calpain2 inh 59*, Tb hexokinase 3, EBV gp42 inh -8 and Runt-SMMHC FRET 5.
O=C(O)CCN1CC2([N+](=O)[O-])C=CC(=O)C([N+](=O)[O-])(C1)C2CC(=O)c1ccccc1 (stereo not drawn) was read as NCF1 inh -20, p97 ATPase inh 4, Furin inhibitor -9, RBBP9 inhibitor 2, Runt-CBFb FRET 1, Calpain2 inh -14, Tb hexokinase -7, EBV gp42 inh -7 and Runt-SMMHC FRET -7.
Screening COc1ccc(OC(=O)Nc2ccccc2)cc1 returned NCF1 inh -11, p97 ATPase inh 2, Furin inhibitor -5[20 µM], RBBP9 inhibitor -12, Runt-CBFb FRET 1, Calpain2 inh 13, Tb hexokinase 2, EBV gp42 inh 9 and Runt-SMMHC FRET 1.
`O=C(C1=C[C@@H](c2coc3ccccc3c2=O)C[C@@H](OCCCCO)O1)N1CCOCC1` gave NCF1 inh 6, p97 ATPase inh 6, Furin inhibitor -2, RBBP9 inhibitor 6, Runt-CBFb FRET 4, Calpain2 inh 10, Tb hexokinase -15, EBV gp42 inh -3 and Runt-SMMHC FRET -5.
`O=C(CCSCCC(=O)Nc1c(F)c(F)c(F)c(F)c1F)Nc1c(F)c(F)c(F)c(F)c1F` gave NCF1 inh 1, p97 ATPase inh 3, Furin inhibitor 2, RBBP9 inhibitor 0, Runt-CBFb FRET 0, Calpain2 inh 18, Tb hexokinase -7, EBV gp42 inh -14 and Runt-SMMHC FRET 0.
For O=S1(=O)CCN(Cc2cccc(Cl)c2)CC1 the results were NCF1 inh -4, p97 ATPase inh -4, Furin inhibitor -15[20 µM], RBBP9 inhibitor -8, Runt-CBFb FRET 1, Calpain2 inh 14, Tb hexokinase 2, EBV gp42 inh -7 and Runt-SMMHC FRET 4.
Screening N#CCCCSC1=C(C#N)C(c2ccccc2Cl)CC(=O)N1 (stereo not drawn) returned NCF1 inh -5, p97 ATPase inh -3, Furin inhibitor -13, RBBP9 inhibitor -21, Runt-CBFb FRET 0, Calpain2 inh -11, Tb hexokinase 6, EBV gp42 inh -11 and Runt-SMMHC FRET 0.
`COc1ccc2c(c1)O/C(=C\c1sccc1C)C2=O` gave NCF1 inh -42, p97 ATPase inh -2, Furin inhibitor -9, RBBP9 inhibitor -7, Runt-CBFb FRET 3, Calpain2 inh -3, Tb hexokinase -9, EBV gp42 inh -5 and Runt-SMMHC FRET 15.
Screening O=C(CNC(=O)c1ccc(Br)cc1)NCC(=O)OCc1ccc(Cl)cc1 returned NCF1 inh 2, p97 ATPase inh 4, Furin inhibitor 1, RBBP9 inhibitor -2, Runt-CBFb FRET 4, Calpain2 inh -7, Tb hexokinase 3, EBV gp42 inh -29 and Runt-SMMHC FRET -1.
Screening Cn1c(=O)cc(OCCCC(=O)N2CCN(c3ccccc3)CC2)c2ccccc21 returned NCF1 inh -10, p97 ATPase inh -4, Furin inhibitor -6, RBBP9 inhibitor -6, Calpain2 inh -2, Tb hexokinase -12, EBV gp42 inh -14 and Runt-SMMHC FRET 1.
Screening CCOC(=O)N1CCC(N2CCCC(C(=O)c3ccccc3OC)C2)CC1 (stereo not drawn) returned NCF1 inh -9, p97 ATPase inh -1, Furin inhibitor -29, RBBP9 inhibitor 5, Runt-CBFb FRET 0, Calpain2 inh -15, Tb hexokinase -4, EBV gp42 inh -7 and Runt-SMMHC FRET -2.
`O=C(NNC(=S)NCCc1ccccc1)c1ccc(Br)s1` gave NCF1 inh -10, p97 ATPase inh 5, Furin inhibitor -15, RBBP9 inhibitor -2, Runt-CBFb FRET 0, Calpain2 inh -11, Tb hexokinase -6, EBV gp42 inh -9 and Runt-SMMHC FRET 1.
Screening CC1CCCN(Cc2nc3c(c(=O)n(C)c(=O)n3C)n2CCCc2ccccc2)C1 (stereo not drawn) returned NCF1 inh -24, p97 ATPase inh -7, Furin inhibitor -23[20 µM], RBBP9 inhibitor -14, Runt-CBFb FRET -6, Calpain2 inh -24, Tb hexokinase -15, EBV gp42 inh -14 and Runt-SMMHC FRET -3.
`CC(C)CCOc1ccc(C2=NNC(=O)CC2)cc1` gave NCF1 inh -8, p97 ATPase inh 2, Furin inhibitor -16, RBBP9 inhibitor -8, Runt-CBFb FRET -3, Calpain2 inh 5, Tb hexokinase 5, EBV gp42 inh 6 and Runt-SMMHC FRET 0.
For C=CCSc1nc2c(cnn2-c2ccccc2)c(=O)n1N the results were NCF1 inh -7, p97 ATPase inh 0, Furin inhibitor -22, RBBP9 inhibitor -2, Runt-CBFb FRET -2, Calpain2 inh -16, Tb hexokinase -13, EBV gp42 inh -20 and Runt-SMMHC FRET 0.
For O=C(c1ccccc1)N1CCN(C2c3cccc4cccc(c34)C2NS(=O)(=O)c2ccccc2)CC1 (stereo not drawn) the results were NCF1 inh -17, p97 ATPase inh 0, Furin inhibitor -17[20 µM], RBBP9 inhibitor -3, Runt-CBFb FRET -2, Calpain2 inh -105, Tb hexokinase -8, EBV gp42 inh -15 and Runt-SMMHC FRET 2.
For CC(C)OC(=O)CSc1nnc(-c2ccccn2)n1-c1ccccc1 the results were NCF1 inh -1, p97 ATPase inh -8, Furin inhibitor -19[20 µM], RBBP9 inhibitor -13, Runt-CBFb FRET 1, Calpain2 inh -28, Tb hexokinase 3, EBV gp42 inh -6 and Runt-SMMHC FRET -8.
CC(C)(C)CC(=O)NCCCCCCNC(=O)CC(C)(C)C was read as NCF1 inh -9, p97 ATPase inh 1, Furin inhibitor -17, RBBP9 inhibitor -1, Runt-CBFb FRET -2, Calpain2 inh -10, Tb hexokinase -5, EBV gp42 inh -3 and Runt-SMMHC FRET -4.
Screening CC1(C)N=C(SCC(=O)Nc2ccc(Cl)cc2)C(c2ccc(Cl)cc2)=N1 returned NCF1 inh -20, p97 ATPase inh -5, Furin inhibitor -8[20 µM], RBBP9 inhibitor -3, Runt-CBFb FRET 4, Calpain2 inh -1, Tb hexokinase -13, EBV gp42 inh -7 and Runt-SMMHC FRET -4.
Screening COCCn1c(SCC(=O)Nc2cccc(C)c2)nnc1C(C)C returned NCF1 inh -8, p97 ATPase inh 6, Furin inhibitor -8, RBBP9 inhibitor 0, Runt-CBFb FRET -1, Calpain2 inh -33, Tb hexokinase 27, EBV gp42 inh -24 and Runt-SMMHC FRET 3.
`Cc1ccc(C2CC(=O)C=C(O)C2)cc1` (stereo not drawn) gave NCF1 inh -16, p97 ATPase inh -3, Furin inhibitor -4[20 µM], RBBP9 inhibitor -8, Runt-CBFb FRET -1, Calpain2 inh 2, Tb hexokinase -1, EBV gp42 inh -16 and Runt-SMMHC FRET -2.
COC(=O)CCC(=O)c1oc2ccc(Br)cc2c1N was read as NCF1 inh -12, p97 ATPase inh -1, Furin inhibitor -13[20 µM], RBBP9 inhibitor -5, Runt-CBFb FRET 1, Calpain2 inh 1, Tb hexokinase -13, EBV gp42 inh -16 and Runt-SMMHC FRET 2.
For C=CCSC1=N/C(=C\c2cccnc2)C(=O)N1c1ccc(OC)cc1 the results were NCF1 inh 3, p97 ATPase inh -8, Furin inhibitor -3, RBBP9 inhibitor -13, Runt-CBFb FRET -4, Calpain2 inh 17, Tb hexokinase -7, EBV gp42 inh 8 and Runt-SMMHC FRET 3.
For O=C(CCNS(=O)(=O)c1cccc2nonc12)NC1CCCc2ccccc21 (stereo not drawn) the results were NCF1 inh -10, p97 ATPase inh 11, Furin inhibitor -29, RBBP9 inhibitor -7, Runt-CBFb FRET 1, Calpain2 inh 7, Tb hexokinase -2, EBV gp42 inh -14 and Runt-SMMHC FRET 1.
`COc1ccc(OC)c(NC(=O)C2C3C=CC(C3)C2C(=O)NCc2cccnc2)c1` (stereo not drawn) gave NCF1 inh 1, p97 ATPase inh 4, Furin inhibitor -27, RBBP9 inhibitor -6, Runt-CBFb FRET 1, Calpain2 inh -3, Tb hexokinase 5, EBV gp42 inh -19 and Runt-SMMHC FRET 1.
`CSCCCNC(=O)c1ccc(OC2CCN(C(=O)c3cccnc3)CC2)cc1` gave NCF1 inh 8, p97 ATPase inh 0, Furin inhibitor -18, RBBP9 inhibitor -6, Runt-CBFb FRET 1, Calpain2 inh 2, Tb hexokinase -18, EBV gp42 inh 0 and Runt-SMMHC FRET -31.

Pulled by structure from above, five records:
For C=CCSC1=N/C(=C\c2cccnc2)C(=O)N1c1ccc(OC)cc1 the results were NCF1 inh 3, p97 ATPase inh -8, Furin inhibitor -3, RBBP9 inhibitor -13, Runt-CBFb FRET -4, Calpain2 inh 17, Tb hexokinase -7, EBV gp42 inh 8 and Runt-SMMHC FRET 3.
For CCC(C)(C)C1CCC(=NNC(=S)Nc2ccccc2)CC1 (stereo not drawn) the results were NCF1 inh 0, p97 ATPase inh -5, Furin inhibitor -8, RBBP9 inhibitor -4, Runt-CBFb FRET 2, Calpain2 inh 28, Tb hexokinase 13, EBV gp42 inh 6 and Runt-SMMHC FRET -2.
`O=C(NNC(=S)NCCc1ccccc1)c1ccc(Br)s1` gave NCF1 inh -10, p97 ATPase inh 5, Furin inhibitor -15, RBBP9 inhibitor -2, Runt-CBFb FRET 0, Calpain2 inh -11, Tb hexokinase -6, EBV gp42 inh -9 and Runt-SMMHC FRET 1.
Screening CC1CCCN(Cc2nc3c(c(=O)n(C)c(=O)n3C)n2CCCc2ccccc2)C1 (stereo not drawn) returned NCF1 inh -24, p97 ATPase inh -7, Furin inhibitor -23[20 µM], RBBP9 inhibitor -14, Runt-CBFb FRET -6, Calpain2 inh -24, Tb hexokinase -15, EBV gp42 inh -14 and Runt-SMMHC FRET -3.
`O=C(CCSCCC(=O)Nc1c(F)c(F)c(F)c(F)c1F)Nc1c(F)c(F)c(F)c(F)c1F` gave NCF1 inh 1, p97 ATPase inh 3, Furin inhibitor 2, RBBP9 inhibitor 0, Runt-CBFb FRET 0, Calpain2 inh 18, Tb hexokinase -7, EBV gp42 inh -14 and Runt-SMMHC FRET 0.
